Assay outcomes from PubChem BioAssay.
BioA inh: inhibitors of Mycobacterium tuberculosis BioA enzyme. purified M. tuberculosis BioA enzyme, plate reader. inhibition, % at 9.99 µM. hit rate 0.096% among 360,000. AID 602481; in the data active means inhibition above about 40%; inconclusive means no clear call, values can overlap the other calls
CCHF vOTU inh: blocks the CCHF virus ovarian tumor domain protease; CCHFV vOTU protease, Pep-AMC fluorescence; inhibition, % at 11.5 µM; hit rate 0.55% among 370,000; further: 0% = vehicle wells with enzyme and 100% = no enzyme wells
BoNT-F LC inh: BoNT F light chain protease inhibition; Multiplex microsphere protease cleavage assay, flow cytometry; inhibition, % at 10 µM; hit rate 0.22% among 360,000; AID 588497; in the data active means inhibition above about 35%, passing the limit was not always enough; inconclusive means no clear call, values can overlap the other calls; further: plate controls were buffer without enzyme for full effect and enzyme alone for no effect
FBA Mtb inh: inhibitors of M. tuberculosis fructose-bisphosphate aldolase; P9WQA3; purified M. tuberculosis FBA, fluorescence read-out; inhibition, % at 1 µM; hit rate 2.3% among 360,000; in the data active means inhibition above about 27%;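 further: 0% = vehicle and 100% = reference inhibitor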
VHR inh abs: blocks human VHR1 dual specificity phosphatase. P51452. recombinant VHR phosphatase, pNPP absorbance. inhibition, % at 13.3 µM. hit rate 0.52% among 290,000. AID 1654; in the data active means inhibition above about 50%; further: some compounds called inactive have numbers as strong as hits
Target sequence (P51452 whole entry, looked up): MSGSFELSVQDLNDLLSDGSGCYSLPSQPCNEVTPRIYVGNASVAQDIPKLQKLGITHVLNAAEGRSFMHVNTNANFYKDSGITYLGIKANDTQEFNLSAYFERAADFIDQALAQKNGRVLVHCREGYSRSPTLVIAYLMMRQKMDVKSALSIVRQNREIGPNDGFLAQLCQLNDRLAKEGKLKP
FadD28 FP inh: M. tuberculosis FadD28 bisubstrate binding inhibition; FadD28 bisubstrate probe binding, fluorescence polarization; inhibition, % at 12.5 µM; hit rate 0.22% among 360,000; AID 588549; in the data active means inhibition above about 8.5%, passing the limit was not always enough; inconclusive means no clear call, values can overlap the other calls
Mtb UGM inh: Mtb UDP-galactopyranose mutase inhibition; P9WIQ1; purified UGM, fluorescence polarization probe displacement; inhibition, % at 10 µM; hit rate 0.06% among 320,000; in the data active means inhibition above about 10%, passing the limit was not always enough; inconclusive means no clear call, values can overlap the other calls
Target sequence (P9WIQ1 whole entry, looked up): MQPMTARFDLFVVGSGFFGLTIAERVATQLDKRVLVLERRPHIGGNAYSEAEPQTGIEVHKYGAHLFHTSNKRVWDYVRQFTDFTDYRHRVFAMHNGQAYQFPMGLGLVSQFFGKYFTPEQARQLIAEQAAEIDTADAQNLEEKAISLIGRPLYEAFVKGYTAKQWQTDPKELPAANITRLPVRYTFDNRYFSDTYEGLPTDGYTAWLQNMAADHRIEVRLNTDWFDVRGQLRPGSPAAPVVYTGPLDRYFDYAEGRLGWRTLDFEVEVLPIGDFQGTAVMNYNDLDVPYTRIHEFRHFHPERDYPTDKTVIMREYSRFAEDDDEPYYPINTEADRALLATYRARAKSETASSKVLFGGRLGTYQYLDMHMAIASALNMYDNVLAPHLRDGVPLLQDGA
GDH-TPI inh: inhibits GDH-TPI coupling enzymes, artifact for Mtb FBA screen | GDH-TPI coupled enzyme counterscreen, NADH absorbance | inhibition, % at 4.8 µM | hit rate 1.2% among 360,000;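 further: 0% = DMSO wells and 100% = wells lacking the enzyme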
Rv3671c protease: inhibits the M. tuberculosis serine protease Rv3671c; hit rate 0.048% among 320,000; inhibition, % at 5.96 µM; in the data active means inhibition above about 38%;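 further: extracellular domain of Rv3671c used as enzyme; 0% = enzyme with DMSO and 100% = no enzyme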
Target sequence (P9WHR9 whole entry, looked up, the tested form may be a part): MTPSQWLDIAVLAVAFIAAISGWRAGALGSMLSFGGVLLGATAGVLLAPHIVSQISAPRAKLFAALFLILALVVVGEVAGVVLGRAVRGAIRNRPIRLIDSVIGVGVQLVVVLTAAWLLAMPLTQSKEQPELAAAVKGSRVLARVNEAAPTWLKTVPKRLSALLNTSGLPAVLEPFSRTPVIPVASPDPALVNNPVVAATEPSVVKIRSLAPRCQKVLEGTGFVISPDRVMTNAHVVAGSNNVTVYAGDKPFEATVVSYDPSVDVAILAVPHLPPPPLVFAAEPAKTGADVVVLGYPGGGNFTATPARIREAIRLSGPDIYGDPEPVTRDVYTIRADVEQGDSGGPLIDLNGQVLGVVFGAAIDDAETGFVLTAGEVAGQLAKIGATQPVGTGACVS
MazF activator: increases E. coli MazEF RNase cleavage of RNA; P0AE70; FAM/BHQ RNA-DNA oligo cleavage fluorescence, 5 h; activation, % at 20 µM; hit rate 0.32% among 350,000; AID 504720; in the data active means activation above about 50%
Target sequence (P0AE70 whole entry, looked up): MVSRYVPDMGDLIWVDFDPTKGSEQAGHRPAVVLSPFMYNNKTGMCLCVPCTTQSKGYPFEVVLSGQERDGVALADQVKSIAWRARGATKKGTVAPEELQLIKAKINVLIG
Starred values were filed as active, the others as inactive; u = inconclusive; x = no result given; & = joins results of further samples. Unless noted, no stated cut-off is given here; in the data, active means inhibition above about 30%; inactive means the rest. Not a hit list; 4.9% or so of the library scored in one or more.

SMILES	BioA inh	CCHF vOTU inh	BoNT-F LC inh	FBA Mtb inh	VHR inh abs	FadD28 FP inh	Mtb UGM inh	GDH-TPI inh	Rv3671c protease	MazF activator
Cc1c(C(=O)NCc2ccc(C#N)cc2)sc(=O)n1Cc1ccc(C(=O)N(C)C)cc1	35	1	-10	5	x	-2.2	x	9	x	x
CC(C)c1ccc(NC(=O)CC2Oc3ccccc3NC2=O)cc1 (centres undefined)	-0.3	-1	12	0	-2	0.3	0.8	3	-8	12
O=c1nccc(Nc2ccccc2)[nH]1	-1.1	-4	u	2	40	-4.3	-2.9	3	3	22
O=C(COC(=O)c1ccc(Br)o1)Nc1ccc(S(=O)(=O)N2CCCC2)cc1	0.9	-11	-5	2	-2	1.5	-1.2	4	5	-4
O=C(Cc1cccc(NC(=O)C2CCN(C(=O)C3CCC3)CC2)c1)Nc1cccc(C(=O)N2CCCCC2)c1	1.7	8	-2	-2	x	-3.7	x	-6	x	11
CCN(CC)C(=O)C(=O)c1c(-c2ccccc2)[nH]c2ccccc12	0.9	-11	0	-3	5	-4.4	x	11	2	11
COc1ccc(-c2c(C#Cc3ccsc3)c3cc(Br)ccc3n2C)cc1	0.2	-6	-10	11	x	-3.1	1.8	24	1	-13
Cc1nn(Cc2cccc(C(=O)NC(C)c3ccc(C(C)(C)C)cc3)c2)c(C)c1[N+](=O)[O-] (centres undefined)	x	21	-13	0	15	-3.2	-2.9	10	-18	-14
CCN1CCc2c(sc(NC(=O)c3ccc(S(=O)(=O)N4CCOCC4)cc3)c2C(N)=O)C1	-0.4	8	u	-4	-5	-3.3	-0.2	18	4	-7
Cc1ccc(Nc2c(-c3ccco3)nc3nc(C)cc(C)n23)cc1	23	8	-6	7	12	-0.6	1.7	15	6	8
O=C(CCS(=O)(=O)c1ccc(F)cc1)N1CCN(c2ccccc2)CC1	0.6	-3	3	-2	x	-1.6	0.6	-4	0	3
O=C(Nc1cccc([N+](=O)[O-])c1)c1ccc(N2CCCC2=O)cc1	x	-7	4	-2	5	-3.5	-0.2	-11	6	-4
CNc1nc(-c2ccccc2)cc(-c2ccccc2)n1	-1.3	-30	-30	29*	17	-7.1	-6.9	18	-11	-3
COC(=O)Nc1cc(C(F)(F)F)ccc1N1CCN(c2ccccc2)CC1	-2.1	-17	-8	2	-19	0.3	1.1	-2	6	4
C/C(=N/OC(=O)c1cccc(Cl)c1)c1nccs1	-1.0	-4	-13	-1	25	-1.9	-2.2	3	5	3
CCOC1=C2[C@@H](CN(S(=O)(=O)c3ccc(C)cc3)[C@H]2c2ccccc2Cl)[C@H]2C(=O)NC(=O)[C@H]2C1	-1.7	-7	4	1	x	-2.1	x	x	x	x
COc1ccc(OC)c(NC(=O)c2cccc(S(=O)(=O)N3CCN(C(C)=O)CC3)c2)c1	-1.0	0	4	5	13	0.9	1.3	-2	3	4
Cc1ccc2nc(NC(=O)CSc3nncc(=O)n3N)sc2c1	-0.2	-21	-14	3	-15	-1.7	-1.0	13	-29	-42
CCOc1ccccc1NS(=O)(=O)c1ccc2[nH]c(=O)[nH]c2c1	-1.2	-12	-29	1	-12	-2.6	1.4	0	-3	6
On1c(-c2ccccc2Cl)nc2ccccc21	x	6	-9	0	2	-0.5	0.0	2	-2	4
Cc1ccc(S(=O)(=O)N2CCCCC2)cc1NC(=O)c1cc(=O)[nH]c2ccccc12	-0.6	0	2	2	x	-0.3	0.7	2	-7	9
O=C1CC(c2ccccc2)CC(O)=C1C=NCc1ccccc1 (centres undefined)	1.8	8	-14	-3	32	0.2	-3.4	-1	-1	-5
CC1CCC(NC(=O)CCC(=O)N2CC(C)Oc3ccccc32)CC1 (centres undefined)	1.2	6	-9	3	9	-1.0	x	2	2	2
CN(Cc1ccon1)C(=O)CC1C(=O)NCCN1CC(C)(C)C (centres undefined)	x	-2	1	5	18	-0.9	3.3	5	-2	-13
CCN(CC)S(=O)(=O)c1cccc(-c2nnc(SCCOc3ccc(Cl)cc3)o2)c1	0.2	7	12	3	4	0.0	-1.4	1	-13	-25

(list continues)
SMILES	BioA inh	CCHF vOTU inh	BoNT-F LC inh	FBA Mtb inh	VHR inh abs	FadD28 FP inh	Mtb UGM inh	GDH-TPI inh	Rv3671c protease	MazF activator
O=C(Nc1ccc(Cl)cc1)c1sccc1-n1cccc1	x	-2	-2	3	12	-4.1	0.5	0	-12	7
Cc1cc(OC(=O)CCNC(=O)OC(C)(C)C)c2c3c(c(=O)oc2c1)CCC3	0.9	-6	0	4	-18	-0.6	0.4	7	-2	2
OCc1ncc(-c2ccccc2)s1	-0.6	12	5	4	36	-2.6	-1.8	2	7	-22
O=C(O)CCC(=O)Nc1ccccc1N1CCOCC1	-1.4	1	-5	1	4	-3.8	0.7	-7	2	5
CCCn1nc(C(=O)NNC(=O)C2CSC3(C)CCC(=O)N23)c2ccccc2c1=O (centres undefined)	x	-2	-7	3	x	-2.8	-1.7	5	-7	2
Cc1ccc(CN2C(=O)CCC2C(=O)NCc2ccc3c(c2)OCO3)cc1 (centres undefined)	2.7	1	0	-2	22	-2.9	-2.4	-7	-3	2
O=C(COC(=O)c1ccc(Br)o1)NCC1CCCCC1	-2.2	3	-9	1	x	-0.2	-1.0	8	5	4
Cc1ccc(NC(=O)CSc2nc(=O)cc(N)n2-c2ccccc2)cc1	0.2	5	-2	0	13	-7.9	3.1	-6	-6	2
O=C(CCS(=O)(=O)c1ccccc1)Nc1ccc(N2CCOCC2)cc1	x	11	-17	-3	28	-3.0	-6.3	3	-2	-5
COc1ccc(CC(=O)Nc2ccc(-c3csc(C)n3)cc2)cc1	-1.5	6	-9	3	34	0.8	2.0	4	-11	5
O=C1c2ccc(-c3ccc4c(c3)C(=O)N(CCO)C4=O)cc2C(=O)N1CCO	x	-24	-1	25	4	-2.6	-1.0	15	-5	-4
CC1CN(Cc2cc(=O)oc3cc(O)ccc23)CC(C)O1 (centres undefined)	-8.2	-155	4	161*	-7	-2.6	0.5	7	0	3
COc1ccc(C2c3c(oc4ccccc4c3=O)C(=O)N2Cc2ccncc2)cc1OC (centres undefined)	x	5	x	x	x	x	0.5	x	-9	7
C=CCNC(=S)N1CCC(C(N)=O)CC1	-1.7	-3	0	-2	-9	-4.8	-1.1	-5	3	-2
O=C(c1cc(C2CC2)on1)N1CCCC(N2CCN(c3ccc(F)cc3)CC2)C1 (centres undefined)	0.2	-4	11	1	68	-3.7	0.8	6	-9	9
CC(=O)NS(=O)(=O)c1ccc(NC(=O)NC2CCCCC2)cc1	-0.8	-1	-4	-2	28	-1.6	2.0	-6	-5	3
COc1ccc(-n2nc(C(=O)NCC(=O)NCCCN3CCCCCC3)c3ccccc3c2=O)cc1Cl	x	-2	-12	4	18	-4.6	5.4	4	-10	-9
CCNC(=O)C1(C)CCN(C(=O)c2ccc3snnc3c2)C1 (centres undefined)	7.3	-8	10	3	x	1.3	x	8	x	x
COCc1ccc(CN2CCC(n3nccc3NC(=O)C(OC)c3ccccc3)CC2)o1 (centres undefined)	0.0	8	4	5	-9	-2.4	-1.5	14	4	8
CCOC(=O)C1=C(CC)Nc2ccccc2N=C1NC(=O)CCNC(C)=O	-2.1	18	5	3	0	-1.4	0.2	4	-8	-1
COc1cccc2c(=O)n(CC(=O)N3CCN(c4ccccc4)CC3)ccc12	0.1	0	4	1	-8	-3.1	-0.2	-3	6	8
Cc1ccc(C(=O)NC(=S)Nc2cccc(NC(=O)c3ccccc3)c2)cc1[N+](=O)[O-]	x	-21	-2	-3	-8	-2.3	-0.6	4	-55	5
COCCNc1ncnc2c1ncn2[C@H]1CN(Cc2ccc(-c3ccccc3)cc2)C[C@@H](CO)O1	1.1	-12	2	-1	x	-2.7	x	-3	x	x
Cn1cnc(S(=O)(=O)Nc2ccc(C(F)(F)F)cc2)c1	-2.7	3	6	1	-1	-2.6	-0.7	-1	4	0
CC(C)(C)c1ccc(Oc2ccc(NC(=O)c3ccccc3C(=O)O)cn2)cc1	2.1	-16	48*	5	31	-3.8	0.7	-17	-7	-14

The listing continues.
SMILES	BioA inh	CCHF vOTU inh	BoNT-F LC inh	FBA Mtb inh	VHR inh abs	FadD28 FP inh	Mtb UGM inh	GDH-TPI inh	Rv3671c protease	MazF activator
CC(C)NC(=O)Nc1ccc(Br)cc1Cl	x	16	-6	-1	21	-3.0	5.4	4	14	-11
C=CCN1C(=O)C(CC(=O)NCC)SC1=Nc1ccc(S(N)(=O)=O)cc1 (centres undefined)	-0.1	-5	-7	1	0	-0.8	-0.2	1	2	13
CCNc1nc(Oc2ccccc2)nc(OC(C)C(=O)OCC)n1 (centres undefined)	2.0	4	9	3	31	-2.1	0.0	8	6	1
O=C(CN1CCCCCC1)N/N=C/c1cccs1	0.1	-7	0	4	28	x	-2.1	1	0	-1
C[C@@H]1CN([C@@H](C)CO)C(=O)CCCn2nncc2CO[C@H]1CN(C)S(=O)(=O)c1ccccc1	-2.1&0.2&1.3	6	-10	-1	x	0.1	x	2	x	-6
O=C(Nc1sc2c(c1C(=O)O)CCC2)c1ccccc1Cl	1.5	2	-20	1	4	1.9	1.0	10	2	-19
O=C(O)c1ccccc1C(=O)NC1CCN(c2nccc(C(F)(F)F)n2)CC1	-0.2	0	3	0	-14	-0.5	-2.0	0	4	4
COc1ccc(/C=C2/SC(=S)N(CCC(=O)Nc3cccnc3)C2=O)cc1OC	x	-17	-26	-3	x	-3.0	x	-12	x	-6
O=C(COc1coc(CN2CCc3ccccc32)cc1=O)Nc1ccc([N+](=O)[O-])cc1	0.5	-2	-3	0	x	-2.2	-0.1	8	10	0
O=C(c1cn(Cc2ccccc2)nc1-c1cccnc1)N1CCc2ccccc2C1	13	1	0	-2	x	-0.5	-1.6	-11	3	2
CCN1CC=C2C(C#N)=C(N)C(C#N)(C#N)[C@H](c3ccoc3)[C@H]2C1	-15	x	-35	28*	7	1.7	13*	17	4	-426
N#CCCN(C(=O)COc1ccc(Br)cc1F)c1ccc(F)cc1	x	1	3	3	22	-3.8	-0.3	2	3	5
COc1ccccc1C(=O)NCC(=O)N1CCN(C/C=C/c2ccccc2)CC1	0.9	0	1	-2	x	x	-1.2	3	6	5
COc1cccc(OC)c1C(=O)Nc1ccc(N2CCCCC2)cc1	-2.8	-9	-20	-1	18	0.3	-1.0	12	3	12
CN(C(=O)c1ccc(NC(=O)Cc2ccc(NC(=O)C3CCCN(C(=O)CCc4ccccc4)C3)cc2)cc1)C1CCCC1 (centres undefined)	-0.8	4	-8	-1	x	-4.7	x	-5	x	-3
COc1nc(-c2ccc(C)cc2)ccc1-c1noc(-c2cccnc2)n1	-3.5	-1	-2	-4	29	-0.1	0.2	-4	5	-3
CC(=O)Nc1ccc(Nc2ncnc3c2cnn3-c2ccc(C)cc2C)cc1	4.2	-1	u	4	22	0.4	5.2	23	11	3
Cc1ccc(C(=O)COC(=O)c2cc(=O)[nH]c3ccccc23)cc1C	-1.3	2	-3	0	-5	-0.3	-2.5	8	0	25
COc1ccc(OCC(O)CNC(=O)c2ccccc2)cc1 (centres undefined)	x	-4	-1	-4	-3	-2.5	0.0	-2	1	6
CCOC1=C2[C@@H](CN(S(=O)(=O)c3ccc(C)cc3)[C@H]2c2ccccc2Cl)[C@H]2C(=O)N(Cc3ccccc3)C(=O)[C@H]2C1	-1.2	8	-3	-1	x	-2.9	x	x	x	x

Entries of single compounds from above. Order of values: BioA inh	CCHF vOTU inh	BoNT-F LC inh	FBA Mtb inh	VHR inh abs	FadD28 FP inh	Mtb UGM inh	GDH-TPI inh	Rv3671c protease	MazF activator
Record of COc1nc(-c2ccc(C)cc2)ccc1-c1noc(-c2cccnc2)n1 → -3.5	-1	-2	-4	29	-0.1	0.2	-4	5	-3
Record of COc1ccc(OCC(O)CNC(=O)c2ccccc2)cc1 (centres undefined) → x	-4	-1	-4	-3	-2.5	0.0	-2	1	6
Record of CCN1CC=C2C(C#N)=C(N)C(C#N)(C#N)[C@H](c3ccoc3)[C@H]2C1 → -15	x	-35	28*	7	1.7	13*	17	4	-426
Record of O=C(COc1coc(CN2CCc3ccccc32)cc1=O)Nc1ccc([N+](=O)[O-])cc1 → 0.5	-2	-3	0	x	-2.2	-0.1	8	10	0
Record of COc1ccccc1C(=O)NCC(=O)N1CCN(C/C=C/c2ccccc2)CC1 → 0.9	0	1	-2	x	x	-1.2	3	6	5
